TEAD-YAP inh – TEAD-YAP interaction inhibition | inhibition, % at 9.12 µM | HEK-TIYL cells, TEAD-Gal4/YAP UAS-luciferase luminescence | 640,000 compounds, 1.4% hits; in the data active = inhibition above about 32%;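 note: 0% = median of test compound wells and 100% = reference inhibitor wells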
MITF primary – human MITF inhibition, primary screen; 650,000 compounds, 0.91% hits; inhibition, % at 2.6 µM; AlphaScreen MITF homodimerization, bead proximity signal; O75030; in the data active = inhibition above about 50%;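 note: 0% = vehicle wells with protein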
Target sequence (O75030 whole entry, looked up): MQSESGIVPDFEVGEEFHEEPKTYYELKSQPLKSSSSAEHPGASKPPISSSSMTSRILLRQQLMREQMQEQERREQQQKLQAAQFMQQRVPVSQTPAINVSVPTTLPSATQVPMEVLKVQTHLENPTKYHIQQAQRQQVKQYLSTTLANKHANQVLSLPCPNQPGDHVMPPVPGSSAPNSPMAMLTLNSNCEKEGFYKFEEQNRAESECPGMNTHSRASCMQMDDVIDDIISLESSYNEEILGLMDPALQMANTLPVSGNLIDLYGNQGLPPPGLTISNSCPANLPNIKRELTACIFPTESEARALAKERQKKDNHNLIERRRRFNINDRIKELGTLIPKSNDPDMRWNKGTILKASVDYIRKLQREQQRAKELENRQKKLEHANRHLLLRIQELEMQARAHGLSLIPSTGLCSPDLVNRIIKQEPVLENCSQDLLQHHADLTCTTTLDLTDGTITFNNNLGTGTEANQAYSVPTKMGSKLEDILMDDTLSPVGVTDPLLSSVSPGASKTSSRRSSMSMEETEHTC
GPR151 ag – human GPR151 activation. Q8TDV0. PathHunter beta-arrestin GPR151 cells, luminescence. activation, % at 11.2 µM. 650,000 compounds, 1% hits; in the data active = activation above about 4.9%;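 note: 0% = median of compound wells and 100% = cells with positive control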
Target sequence (Q8TDV0 whole entry, looked up): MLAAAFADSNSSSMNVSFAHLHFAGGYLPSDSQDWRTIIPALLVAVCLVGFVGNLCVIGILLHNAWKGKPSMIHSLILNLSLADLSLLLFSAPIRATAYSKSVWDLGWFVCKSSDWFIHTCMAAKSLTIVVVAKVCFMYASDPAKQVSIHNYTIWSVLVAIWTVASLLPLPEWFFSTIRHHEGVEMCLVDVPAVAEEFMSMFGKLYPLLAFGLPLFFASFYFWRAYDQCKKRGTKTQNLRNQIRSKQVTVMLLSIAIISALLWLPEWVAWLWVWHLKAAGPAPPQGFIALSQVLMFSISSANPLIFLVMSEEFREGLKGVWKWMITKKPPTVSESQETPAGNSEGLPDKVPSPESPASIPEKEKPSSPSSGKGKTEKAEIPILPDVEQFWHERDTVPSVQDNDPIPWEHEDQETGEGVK
FBW7 activator – activators of human E3 ligase FBW7; Q969H0; AlphaScreen FBW7–phospho-cyclin E peptide binding, activator screen; normalized activity (activation), % at 26.1 µM; 650,000 compounds, 0.13% hits; in the data active = normalized activity above about 1.9%;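 note: purified mutant Fbw7 with reduced substrate affinity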
The depositor's hits bear a star.

(1) COC(=O)c1ccc(NC(=O)CSc2nc3cc4ccccc4cc3[nH]2)cc1
(2) COc1ccc(-c2[nH]c(-c3ccc(OC)c(OC)c3OC)nc2-c2ccccc2)cc1
(3) COc1ccc(CCN2C(=O)CC(C(=O)Nc3ccc(C(C)=O)cc3)SC2=Nc2ccc(F)cc2)cc1 (stereo not given)
(4) C=CCNC(=O)/C=C/c1ccc(OCC)cc1
(5) COc1ccc(NC(=O)Cn2c(=O)n(Cc3ccc(F)cc3)c(=O)c3ncccc32)c(OC)c1
compound no.	1	2	3	4	5
FBW7 activator	0.1	-0.2	0.0	0.0	0.1
MITF primary	-2.5	-3.0	20.2	2.3	19.3
GPR151 ag	0.2	1.5	-0.5	-2.4	0.5
TEAD-YAP inh	9.2	-4.7	4.8	-40.4	14.0

(6) O=C1NN(c2cccc(Cl)c2)C(=O)/C1=C/c1ccc(O)cc1
(7) O=C(Nc1nnc(C2CCCC2)s1)c1cccc(Cl)c1
(8) COCCc1nnc(CCOC)n1N
(9) CCOC(=O)C1CCC(CNCc2ccc(Cl)cc2)CC1 (stereo not given)
(10) O=C(/C=C(\O)c1ccccc1)C(=O)NCc1ccccc1
compound no.	6	7	8	9	10
FBW7 activator	0.3	0.2	-0.1	-0.2	0.0
MITF primary	2.6	12.9	-0.1	-4.5	15.4
GPR151 ag	-1.2	1.3	-0.2	0.2	1.1
TEAD-YAP inh	8.7	-36.5	0.6	4.0	-38.0

(11) Cc1ccc(C(=O)Nc2ccccc2C(=O)NC(C(=O)NC(C)(C)C)C(C)C)cc1 (stereo not given)
(12) CCOc1cccc2cc(C(=O)Nc3ccc(F)cc3)c(=Nc3ccc(C(=O)O)cc3)oc12
(13) CCCn1c(=O)c(C(=O)NC23CC4CC(CC(C4)C2)C3)c(O)c2ccccc21
(14) Cc1nnc(C2CCCN(C(=O)c3ccc(Cl)cc3)C2)s1 (stereo not given)
(15) Cc1ccc(-n2cc(C(=O)Nc3ccc(F)cc3)c3ccccc3c2=O)cc1C
compound no.	11	12	13	14	15
FBW7 activator	0.0	-0.2	0.0	0.4	0.0
MITF primary	-4.6	-18.1	11.3	-8.3	-9.3
GPR151 ag	0.7	-0.7	-0.9	0.0	1.6
TEAD-YAP inh	-6.9	-3.8	9.6	6.8	1.6

(16) CC(=O)N1CCC(N(C(=O)c2cccs2)c2ccc3c(c2)CCN3S(C)(=O)=O)CC1
(17) O=C(CNCCN1CCOCC1)NCc1ccc2c(c1)OCO2
(18) CCCOc1ccc(C2C(=O)N(C3CCCCC3)CC(=O)N2Cc2ccccc2Cl)cc1OC (stereo not given)
(19) CCOC(=O)C1=C(N)N(c2ccc(OC)cc2)C2=C(C(=O)CCC2)C1c1ccc([N+](=O)[O-])cc1 (stereo not given)
(20) O=C(COc1ccc(S(=O)(=O)N2CCCC2)cc1Cl)NCc1ccco1
compound no.	16	17	18	19	20
FBW7 activator	0.7	0.0	0.1	-0.1	0.0
MITF primary	5.5	84.5*	10.5	-13.2	-1.8
GPR151 ag	1.0	0.5	-0.4	-1.0	-1.4
TEAD-YAP inh	14.8	7.1	-6.2	6.4	-16.0

(21) Cc1occc1C(=O)N/N=C\c1ccc([N+](=O)[O-])cc1
(22) COc1ccc(-n2cnc3cc(NCc4cccc5ccccc45)ccc32)cc1
(23) COCCCN1C(=O)CC[C@@H]2CN(C/C=C/c3ccco3)CC[C@@H]21
(24) Cc1ccc(C)c(Cc2c(C)nc3nc(SCC(=O)Nc4cccc(C)c4Cl)nn3c2C)c1
(25) O=C(NCc1nnc2n1CCN(C(=O)C1CCCC1)CC2)c1ccncc1
compound no.	21	22	23	24	25
FBW7 activator	0.0	-0.2	0.1	0.2	0.2
MITF primary	4.6	15.9	19.5	0.5	12.0
GPR151 ag	-6.8	1.8	2.6	0.6	-1.0
TEAD-YAP inh	-34.8	-7.0	4.8	7.0	-3.4

(26) CCC(=O)N(Cc1cccs1)Cc1cc2cc3c(cc2[nH]c1=O)OCCO3
(27) CCN(CC(=O)NC(C)C)c1ccc([N+](=O)[O-])cc1Cl
(28) Cc1ccnc(SCc2cc(=O)c(OC(=O)C(C)(C)Oc3ccc(Cl)cc3)co2)n1
(29) C=CCNC(=S)NNC(=O)c1ccccc1OCCC
(30) O=c1c2cc(F)ccc2[nH]c(=S)n1Cc1ccco1
compound no.	26	27	28	29	30
FBW7 activator	0.6	0.2	-0.1	0.3	0.0
MITF primary	-3.2	7.5	9.0	-13.1	8.8
GPR151 ag	0.4	-1.9	0.9	-1.0	0.0
TEAD-YAP inh	8.1	6.4	-15.1	1.9	-6.2

(31) Cc1ccc2c3c(ccc2n1)NC1=C(C(=O)CCC1)C3c1cccc(Cl)c1Cl (stereo not given)
(32) Cc1ccc2[nH]c(=O)c(CN(CCCO)S(=O)(=O)c3cccc4nsnc34)cc2c1
(33) CN1C(=O)NC2(CCN(CC(=O)NCCc3ccccc3)CC2)C1=O
(34) CCOc1ccc(N2C(=O)NC(=O)/C(=C\c3cccc([N+](=O)[O-])c3)C2=O)cc1
(35) CCN(CC)CCN=Cc1c(O)n(-c2ccc(Br)cc2)c(=O)[nH]c1=O
compound no.	31	32	33	34	35
FBW7 activator	0.1	0.2	0.0	0.0	-0.1
MITF primary	10.5	8.4	23.2	-7.4	-6.8
GPR151 ag	0.0	0.4	-0.3	1.1	0.7
TEAD-YAP inh	6.3	-3.3	-1.2	1.5	4.1

Arranged by number of heavy atoms (smallest number first): 3 of the compounds above.
(14) Cc1nnc(C2CCCN(C(=O)c3ccc(Cl)cc3)C2)s1 (stereo not given)
(23) COCCCN1C(=O)CC[C@@H]2CN(C/C=C/c3ccco3)CC[C@@H]21
(26) CCC(=O)N(Cc1cccs1)Cc1cc2cc3c(cc2[nH]c1=O)OCCO3
compound no.	14	23	26
FBW7 activator	0.4	0.1	0.6
MITF primary	-8.3	19.5	-3.2
GPR151 ag	0.0	2.6	0.4
TEAD-YAP inh	6.8	4.8	8.1

Going on with the list.
(36) C=CCNC(=O)c1cc(OCc2ccccc2)c(OCc2ccccc2)c(OCc2ccccc2)c1
(37) COC(=O)CN1C(c2ccc(Cl)cc2)Nc2ccc(Br)cc2C1c1ccccc1 (stereo not given)
(38) CCOc1cc(/C=C2/C(=N)N3N=C(C(F)(F)F)SC3=NC2=O)ccc1OCCOc1cc(C)cc(CC)c1
(39) NS(=O)(=O)c1ccc(CNC(=O)/C=C/c2ccc3c(c2)OCO3)cc1
(40) COc1ccc(-c2nc3n(c2NC(C)(C)C)CCNC3)cc1
compound no.	36	37	38	39	40
FBW7 activator	0.5	0.0	-0.1	0.1	-0.1
MITF primary	-28.2	-9.3	-3.7	-7.2	0.1
GPR151 ag	-0.9	-0.4	0.5	0.2	-0.2
TEAD-YAP inh	2.4	12.1	9.3	2.9	12.3

(41) C=CCNC(=O)C(=O)c1c(C)[nH]c2ccccc12
(42) COc1ccc(-c2nc(C(=O)NCCN3CCOCC3)cs2)cc1
(43) O=C(CSC1CCCC1)N1CCc2ccccc21
(44) O=C(NCCN1CCOCC1)Nc1ccc(Cl)cc1
(45) O=C1NC(=S)N/C1=C/C=C/c1ccccc1
compound no.	41	42	43	44	45
FBW7 activator	0.1	0.1	0.0	0.0	-0.1
MITF primary	13.5	4.9	8.5	18.3	8.9
GPR151 ag	-0.7	1.2	0.4	-0.4	-0.4
TEAD-YAP inh	9.9	-8.3	-26.6	-14.0	-15.6

(46) COc1cccn2c(C(=O)N(CCN(C)C)Cc3ccccc3)c(C(F)(F)F)nc12
(47) COCC(C)NC(=O)c1cc(OC)cc(OC)c1 (stereo not given)
(48) COc1ccc(NC(=O)c2c(NC(=O)Cc3ccccc3)sc3c2CCC(C)C3)cc1 (stereo not given)
(49) O=C(Nc1ccc(O)cc1)c1ccc(S(=O)(=O)c2ccccc2)cc1
(50) COc1ccc(CSc2nnc(-c3cnccn3)n2C)cc1
compound no.	46	47	48	49	50
FBW7 activator	0.1	0.0	-0.2	-0.1	-0.2
MITF primary	4.9	-10.9	-14.0	3.2	4.2
GPR151 ag	-0.4	-0.4	0.1	-1.2	2.0
TEAD-YAP inh	0.9	2.0	-5.1	8.8	-1.4

(51) O=C(c1ccc(F)cc1)N1CCN(C(=O)C(c2ccccc2)c2ccccc2)CC1
(52) COc1ccc(Cl)cc1C(=O)Nc1c2c(nn1-c1ccccc1C)CS(=O)(=O)C2
(53) Cc1cc(Sc2cc(C)nc3nc(C)nn23)n2nc(C)nc2n1
(54) O=C(O)c1ccc(-n2c(=S)[nH]c3ccc(F)cc3c2=O)cc1
(55) COc1ccc2c(c1)CC(C(=O)Nc1ccc(-c3cn[nH]c3)cc1C(=O)NCC#N)CO2 (stereo not given)
compound no.	51	52	53	54	55
FBW7 activator	-0.1	-0.2	-0.1	-0.1	20.4*
MITF primary	0.9	3.3	8.3	-0.8	-17.4
GPR151 ag	0.4	-0.7	1.7	-1.6	-2.6
TEAD-YAP inh	2.3	-6.5	4.3	6.9	4.8

(56) CC1CN(c2nc(N3CCOCC3)c3cnn(C)c3n2)CC(C)O1 (stereo not given)
(57) COc1ccc(-c2cc(C(F)(F)F)n3nc(C(=O)Nc4cc(Cl)ccc4Cl)cc3n2)cc1OC
(58) N#Cc1ccc(Sc2nc3ccccc3o2)c([N+](=O)[O-])c1
(59) CCc1c(C)nc2c(-c3cccc(Br)c3)c[nH]n2c1=O
(60) O=C(Nc1cccc(-c2ccco2)c1)C1CCN(C(=O)C2=CCCCC2)CC1
compound no.	56	57	58	59	60
FBW7 activator	-0.1	0.1	0.1	-0.1	0.5
MITF primary	13.5	12.5	13.1	-2.3	0.0
GPR151 ag	-0.6	1.3	-2.3	-0.3	-0.9
TEAD-YAP inh	-7.5	3.9	-11.3	6.8	3.2

(61) C/C=C/C(=O)Nc1nnc(Cc2ccccc2)s1
(62) COc1ccc(NC(=O)CCCOc2ccc(C(C)(C)C)cc2)cc1S(N)(=O)=O
(63) CCCCCCOc1ccc(N2C(=O)CC(N3CCN(C(=O)c4ccccc4F)CC3)C2=O)cc1 (stereo not given)
(64) CCC(=O)NC(=S)Nc1ccc(CC)cc1
(65) CCCN1CCC(NC(=S)Nc2cccc(C(C)=O)c2)CC1
compound no.	61	62	63	64	65
FBW7 activator	0.1	0.0	-0.1	0.3	-0.5
MITF primary	-0.3	-8.1	-8.8	-6.5	1.2
GPR151 ag	0.2	-0.4	-1.3	-1.6	-0.1
TEAD-YAP inh	4.8	-23.5	-0.6	-66.7	7.9

(66) COc1ccc(CCNc2ccnc(Nc3nccc4ccccc34)n2)cc1
(67) CN(C)c1ccc(CN(C(=O)c2ccc(C(C)(C)C)cc2)C2CCS(=O)(=O)C2)cc1 (stereo not given)
(68) O=C(N/C(=C\c1ccccc1)C(=O)N1CCOCC1)c1ccc(Br)o1
(69) CC(=O)NC1=NC(=O)/C(=C/c2ccc(F)cc2F)S1
(70) Cc1ccc(S(=O)(=O)N2CCCN(S(=O)(=O)C3CCS(=O)(=O)C3)CC2)cc1 (stereo not given)
(71) Cc1cc(N2CCN(c3ncccn3)CC2)nc2ccc(NC(=O)c3cccc(Cl)c3)cc12
(72) COC(=O)C1CCN(C(=O)Nc2ccc(OC)cc2)CC1
compound no.	66	67	68	69	70	71	72
FBW7 activator	-0.2	-0.1	0.4	-0.1	0.1	0.0	0.0
MITF primary	1.3	5.3	15.2	0.1	14.9	-1.7	-7.0
GPR151 ag	1.2	0.3	-0.7	-3.8	0.0	0.1	-0.3
TEAD-YAP inh	27.4	2.4	-5.5	-29.1	7.8	-5.1	1.7

Of the compounds above, these have an NH in an aromatic ring.
(1) COC(=O)c1ccc(NC(=O)CSc2nc3cc4ccccc4cc3[nH]2)cc1
(2) COc1ccc(-c2[nH]c(-c3ccc(OC)c(OC)c3OC)nc2-c2ccccc2)cc1
(26) CCC(=O)N(Cc1cccs1)Cc1cc2cc3c(cc2[nH]c1=O)OCCO3
(30) O=c1c2cc(F)ccc2[nH]c(=S)n1Cc1ccco1
(32) Cc1ccc2[nH]c(=O)c(CN(CCCO)S(=O)(=O)c3cccc4nsnc34)cc2c1
(35) CCN(CC)CCN=Cc1c(O)n(-c2ccc(Br)cc2)c(=O)[nH]c1=O
(41) C=CCNC(=O)C(=O)c1c(C)[nH]c2ccccc12
compound no.	1	2	26	30	32	35	41
FBW7 activator	0.1	-0.2	0.6	0.0	0.2	-0.1	0.1
MITF primary	-2.5	-3.0	-3.2	8.8	8.4	-6.8	13.5
GPR151 ag	0.2	1.5	0.4	0.0	0.4	0.7	-0.7
TEAD-YAP inh	9.2	-4.7	8.1	-6.2	-3.3	4.1	9.9

(54) O=C(O)c1ccc(-n2c(=S)[nH]c3ccc(F)cc3c2=O)cc1
(55) COc1ccc2c(c1)CC(C(=O)Nc1ccc(-c3cn[nH]c3)cc1C(=O)NCC#N)CO2 (stereo not given)
(59) CCc1c(C)nc2c(-c3cccc(Br)c3)c[nH]n2c1=O
compound no.	54	55	59
FBW7 activator	-0.1	20.4*	-0.1
MITF primary	-0.8	-17.4	-2.3
GPR151 ag	-1.6	-2.6	-0.3
TEAD-YAP inh	6.9	4.8	6.8
